14-3-3 Bad PPI – disrupts binding of bovine 14-3-3 zeta to phospho-Bad peptide | inhibition, % at 21.7 µM | P63103 | TR-FRET 14-3-3zeta/Dy647-pBad peptide displacement, 1 h | 0.71% of 220,000 active;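 active means inhibition above about 70%, limit read from the data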;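 further: 0% = full 14-3-3 plus peptide FRET controls and 100% = background without 14-3-3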
Target sequence (P63103 whole entry, looked up): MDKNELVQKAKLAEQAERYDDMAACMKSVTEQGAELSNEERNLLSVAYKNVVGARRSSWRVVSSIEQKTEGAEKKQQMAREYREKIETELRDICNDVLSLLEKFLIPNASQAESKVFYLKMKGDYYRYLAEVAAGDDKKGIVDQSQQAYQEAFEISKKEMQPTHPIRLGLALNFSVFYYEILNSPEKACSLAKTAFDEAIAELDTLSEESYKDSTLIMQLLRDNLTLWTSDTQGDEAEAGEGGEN
eIF4E 4G PPI – eIF4E/eIF4G interaction inhibition in translation initiation; TR-FRET eIF4E-eIF4GI(517-606) binding, 2 h; 0.37% of 220,000 active; inhibition, % at 21.7 µM; AID 782; P63073+Q04637;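 active means inhibition above about 30%, limit read from the data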;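 further: 0% = full FRET control wells and 100% = background wells lacking eIF4GI fragment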
p97 inhibitor – human p97 ATPase inhibition | P55072 | recombinant p97 ATPase, Kinase-Glo ATP luminescence, 3 h | inhibition, % at 8 µM | 0.42% of 220,000 active | AID 1481; in the data active means inhibition above about 15%;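 further: 0% = DMSO vehicle and 100% = wells lacking enzyme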
FXIa inh – factor XIa (human) inhibition. P03951. purified FXIa, Boc-Glu-Ala-Arg-AMC fluorogenic substrate. inhibition, % at 5 µM. 0.14% of 220,000 active. AID 798;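 active means inhibition of at least 40%; inactive means inhibition below 40%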;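 further: fluorescence of freed AMC excited at 355 nm; 0% = enzyme without compound and 100% = no enzyme blank; many of its hits are not listed in these tables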
MDM2 E3 inh – blocks human Mdm2 ubiquitin ligase activity | Q00987 | cell-based MDM2 ubiquitination luciferase reporter, 2 h; 0 = plate control, 100 = twice control, blank-subtracted | signal enhancement, % at 5 µM | 0.11% of 210,000 active | AID 1230;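 active means signal enhancement of 30% or more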;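 further: luminescence tracks abundance of the self-degrading MDM2-luciferase fusion protein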
Target sequence (Q00987 whole entry, looked up, the tested form may be a part): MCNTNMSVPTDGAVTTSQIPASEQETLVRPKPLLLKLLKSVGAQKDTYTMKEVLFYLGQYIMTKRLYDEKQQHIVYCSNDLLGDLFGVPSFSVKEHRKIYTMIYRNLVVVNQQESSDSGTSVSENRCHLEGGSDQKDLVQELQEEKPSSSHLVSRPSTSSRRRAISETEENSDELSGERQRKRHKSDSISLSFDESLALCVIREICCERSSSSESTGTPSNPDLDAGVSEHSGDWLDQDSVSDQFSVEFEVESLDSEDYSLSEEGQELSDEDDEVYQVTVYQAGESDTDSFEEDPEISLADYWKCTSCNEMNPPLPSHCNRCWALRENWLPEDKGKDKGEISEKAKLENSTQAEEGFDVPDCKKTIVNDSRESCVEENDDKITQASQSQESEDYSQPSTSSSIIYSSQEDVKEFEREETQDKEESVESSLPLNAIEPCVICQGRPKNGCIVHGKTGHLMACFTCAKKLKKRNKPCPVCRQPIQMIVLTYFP
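Test system: stable mammalian line carrying autodegrading MDM2–luciferase fusion reporter; quantity: 2000 cells in each well; times: 4 h cell settling then 2 h compound exposure, 37 °C; detection: luminescence with SteadyLite reagent, 15 min at room temperature; evaluation: percent signal gain over controls, blank-subtracted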
hK5 inh – kallikrein 5 (human) inhibition | recombinant hK5, fluorogenic AMC substrate cleavage | 0.59% of 210,000 active | inhibition, % at 5 µM;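 active means inhibition of 40% or more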;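 further: 0% = enzyme controls without compound and 100% = no-enzyme blanks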
Wee1 stabilizer – human Wee1 degradation inhibition, primary screen; P30291; HeLa Luc-Wee1K328M stability, luciferase luminescence; 100% = proteasome inhibitor MG132 effect; reporter increase, % at 5 µM; 1.2% of 220,000 active; AID 1321;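 active means activation above the mean of all tested compounds plus 3 SD, set per screening run, cut at about 8.8% in these data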;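 further: cells exposed to compound for 20 h before luminescence read; 0% = DMSO alone and 100% = MG132 at 30 µM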
Rad51 HR inh – Rad51 (human) homologous recombination inhibition; hRad51 DNA strand exchange, fluorescence dequenching; inhibition, % at 10 µM; 0.085% of 200,000 active; AID 1385;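 active means inhibition above 40% at the single screening dose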;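 further: 0% = DMSO control wells and 100% = blanks with heterologous ssDNA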
Target sequence (Q06609 whole entry, looked up): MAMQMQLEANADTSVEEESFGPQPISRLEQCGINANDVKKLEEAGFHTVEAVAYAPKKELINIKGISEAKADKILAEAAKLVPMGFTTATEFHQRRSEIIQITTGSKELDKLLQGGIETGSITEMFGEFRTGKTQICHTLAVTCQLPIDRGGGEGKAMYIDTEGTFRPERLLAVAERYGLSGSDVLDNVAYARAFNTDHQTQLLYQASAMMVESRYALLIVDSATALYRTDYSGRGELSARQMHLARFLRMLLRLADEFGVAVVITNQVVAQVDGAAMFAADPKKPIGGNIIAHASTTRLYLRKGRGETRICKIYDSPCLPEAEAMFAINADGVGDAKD
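System: hRad51 filaments on single-stranded DNA; reagent: Fluorescein- and BHQ1-tagged 47-mer duplex; compound dosing: one concentration, 10 µM final; timing: filaments 15 min 37 °C, then compound 30 min; measured by: fluorescein emission 520 nm, excitation 485 nm; benchmarks: per-plate controls and blanks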
FXIIa inh – factor XIIa (human) inhibition; purified FXIIa, Boc-QGR-AMC fluorogenic substrate, 2 h; 0.3% of 220,000 active; inhibition, % at 5 µM; in the data active means inhibition above about 40%;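 further: 0% = enzyme with no compound and 100% = blank without enzyme; many of its hits are not listed in these tables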
Numbers without * were called inactive; . = not tested or not shown; [ ] = remark or other dose.

SMILES | 14-3-3 Bad PPI | eIF4E 4G PPI | p97 inhibitor | FXIa inh | MDM2 E3 inh | hK5 inh | Wee1 stabilizer | Rad51 HR inh | FXIIa inh
COC(=O)CCC(=O)OC1(C)C(=O)C=C2C=C(C3CC3)N(CC3CC3)C=C2C1=O (stereo not drawn) | -2 | -2 | . | 2 | 1 | -1 | . | -3 | 7
Cn1c(=O)c(C(=O)Nc2ncccn2)c(O)c2ccccc21 | . | . | -1 | -7 | -20 | -12 | 8 | 6 | -7
Cc1ccc(N2C(=O)c3n[nH]c(C)c3C2c2cccnc2)cc1 (stereo not drawn) | 43[fluorescence artefact?] | 1 | 0 | 4 | -3 | -10 | -1 | -1 | 14
Cc1ccc([N+](=O)[O-])cc1S(=O)(=O)NCCc1c(C)[nH]c2c(C)cccc12 | -16 | 16 | 2 | 4 | 4 | -14 | -2 | 4 | 12
Cc1ccc(N2CC(C(=O)Nc3nnc(C)s3)CC2=O)cc1 (stereo not drawn) | -14 | 12 | 2 | -5 | -13 | -2 | 1 | -3 | -16
CC1(C)Cc2cccc(OCC(=O)Nc3ccccc3N3CCOCC3)c2O1 | -9 | -4 | -7 | 3 | -15 | -10 | 1 | 6 | 17
C/C(Cl)=C\Cn1c(Nc2ccccc2)nc2c1c(=O)n(C)c(=O)n2C | -11 | 9 | 1 | 1 | -4 | -6 | -2 | 3 | 18
COc1ccc(N2CCN(C(=O)Cn3nnc(-c4ccc(N(C)C)cc4)n3)CC2)cc1 | 77* | -8 | -3 | -1 | -27 | 1 | 0 | 9 | 9
CCCc1cc(C(=O)OC)c(NC(=O)CCCC(=O)O)s1 | 9 | 0 | -5 | 0 | -12 | 5 | -2 | -6 | 9
CCOC(=O)C1CCN(C(=O)NC23CC4CC(CC(C4)C2)C3)CC1 | 5 | 3 | 0 | -8 | -14 | -2 | -1 | 3 | -10
CCOC(=O)CSc1nnc(SCCN2C(=O)c3ccccc3C2=O)s1 | -2 | -5 | -4 | 6 | 3 | 13 | 1 | . | 18
O=C(O)c1ccccc1NCN1C(=O)C2CC=C(Cl)CC2C1=O (stereo not drawn) | . | . | 3 | 6 | -1 | -9 | 1 | 2 | 15
Cc1ccc(Nc2nc(-c3ccc(S(=O)(=O)N4CCCC4)cc3)cs2)cc1C | 86* | -11 | 1 | 0 | -9 | -27 | 0 | -2 | 4
O=C(Nc1nnc(CC2=CCCCC2)s1)Nc1ccccc1F | -5 | -2 | 2 | -3 | . | -5 | -2 | 15 | 1
O=C(NC1CCCCC1)C(Cc1ccccc1)NS(=O)(=O)c1cccs1 (stereo not drawn) | 10 | 0 | 1 | 8 | -7 | -2 | -1 | -7 | 19
CCCCN(Cc1cc2cccc(C)c2[nH]c1=O)S(C)(=O)=O | 9 | -3 | -1 | -2 | 3 | 1 | -1 | -11 | 4
Cc1cc(-c2nnc3sc(-c4ccc(Cl)cc4Cl)nn23)n[nH]1 | 1[fluorescence artefact?] | -4[fluorescence artefact?] | 4 | 6 | -9 | -15 | 0 | -4 | 21
Cc1cc(NC(=O)c2ccc(F)cc2)n(-c2ccccn2)n1 | -17 | -1 | 0 | -2 | -4 | -1 | 0 | 6 | 11
COCc1nnc(SCC(=O)NC(C)c2ccccc2)n1-c1ccccc1 (stereo not drawn) | 0[fluorescence artefact?] | -1[fluorescence artefact?] | 7 | -3 | -4 | -26 | 5 | 1 | -7
CCCCSCc1[nH]c(=O)[nH]c1C(=O)CCCCC(=O)OCC | -3 | 5 | -1 | 14 | -18 | -19 | -2 | 4 | 27
CC(C)CCn1c(CN2CCN(C(=O)c3ccco3)CC2)nc2c1c(=O)n(C)c(=O)n2C | 14 | 1 | -2 | 4 | -1 | -2 | 1 | 0 | 14
COc1ccc(NC(=O)/C(C#N)=C/c2ccc(Br)o2)cc1 | 3 | -1 | -1 | -2 | -12 | -37 | 4 | -10 | -3
COC(=O)c1c(NC(=O)CSc2nc(-c3ccco3)cc(C(F)(F)F)n2)sc2c1CCCC2 | -18 | -13 | 6 | 9 | -11 | 1 | 2 | 4 | 11
Nc1cc(S(=O)(=O)c2ccc(O)c(N)c2)ccc1O | -1 | -10 | 2 | -4 | . | -1 | 2 | 4 | 3
Nc1nc(CSCCO)nc(Nc2ccc(F)cc2)n1 | 1 | 1 | 3 | 4 | -6 | 3 | -2 | 4 | 12
COc1ccc(N2CCN(CC(=O)c3c[nH]c4ccccc34)CC2)cc1 | -18 | 3 | 9 | 3 | -12 | 0 | -3 | 0 | 10
COc1ccc(N2CCN(C(=O)C3CCCN(S(=O)(=O)c4c(C)noc4C)C3)CC2)cc1 (stereo not drawn) | 2 | 7 | -6 | 7 | -17 | 8 | 3 | 4 | 18
CC(CCc1ccccc1)NC(=O)C(=O)NCCO (stereo not drawn) | -3 | 1 | 1 | 9 | 8 | -1 | 0 | -3 | 23
CN1CCN(C(=O)c2ccccc2-c2ccccc2C(=O)O)CC1 | -6[fluorescence artefact?] | -11[fluorescence artefact?] | 4 | 2 | -6 | -6 | 1 | -1 | 13
COc1ccc(-c2nc3n(c2C)Cc2ccccc2-3)cc1 | 5 | 1 | -6 | -5 | -4 | -2 | 1 | -5 | 1
CCOc1ccc(NS(=O)(=O)c2ccc(NS(=O)(=O)c3ccccc3)cc2)cc1 | -7 | -3 | -1 | -8 | -26 | -25 | 2 | -5 | 2
CCn1c(-c2cc(Cl)ccc2OC)n[nH]c1=S | 3 | 25[fluorescence artefact?] | 2 | -7 | -4 | -6 | 1 | 0 | 2
Cc1ccccc1NC(=O)C1(NC(=O)c2cccc(N3C(=O)CSC3c3ccccc3)c2)CCCCC1 (stereo not drawn) | -15 | -7 | 2 | 10 | -18 | 80* | 1 | 1 | 31
CCC(C)NC(=O)CSc1nc2ccccc2c(=O)n1CCCC(=O)NCC1CCCO1 (stereo not drawn) | 7 | -7 | 2 | -3 | -5 | -5 | 2 | -6 | 9
Cc1cc(C)c2nc(SCC(=O)NNC(=O)c3ccco3)c(C)cc2c1 | -2 | 0 | 15* | 3 | -9 | 4 | 1 | -4 | 3
CN(CCCC(=O)Nc1nccs1)S(=O)(=O)c1ccc(Cl)cc1 | 2 | -2 | 3 | 4 | -15 | -3 | 0 | 7 | -21
OCC1(CCCc2ccccc2)CCN(Cc2ccc(F)cc2)CC1 | -12 | -3 | -1 | 3 | -1 | -3 | -3 | -1 | 8
C=CCNC(=O)c1ccc(Cl)cc1Cl | -2 | -2 | -4 | -2 | -14 | 10 | 0 | -7 | -6
COc1ccc(NS(=O)(=O)c2cc(NC(=O)CNC(=O)c3cccc(OC)c3)ccc2C)cc1 | -7[fluorescence artefact?] | 16[fluorescence artefact?] | 3 | 5 | 11 | -14 | 0 | 15 | 5
O=C(NCCCN1CCOCC1)C1CCC(=O)N1C1CCCCC1 (stereo not drawn) | -12 | 1 | 1 | 0 | -13 | 0 | 2 | 0 | 12
O=C(O)c1ccc(N/N=C/c2ccc(-c3ccc(Cl)cc3Cl)o2)cc1 | 6 | 9 | -1 | 4 | 2 | 4 | 4 | . | 10
Cc1cc(=O)[nH]c(SCC(=O)Nc2ccc(S(=O)(=O)N3CCCCC3)cc2)n1 | -4 | 5 | 3 | 2 | -12 | -3 | 2 | 3 | 13
Cc1cc2cc(C)c3nnc(SCc4ccccn4)n3c2cc1C | 14[fluorescence artefact?] | 9 | -1 | 4 | -11 | -11 | -3 | -2 | 1
CCCn1c(C)cc(/C=C(\C#N)C(=O)OCC(=O)Nc2ccc(OC)c(Cl)c2)c1C | -11 | 2[fluorescence artefact?] | -2 | -11 | -9 | -8 | 0 | -10 | 0
O=C(O)c1cccc(-n2cccc2/C=C2/NC(=O)N(Cc3ccccc3F)C2=O)c1 | 14 | 4 | 5 | 3 | -13 | -6 | 1 | -11 | 6
N/C(=N\OC(=O)COc1ccc(Br)cc1)c1cccc([N+](=O)[O-])c1 | 10 | 3 | 7 | 2 | -6 | 3 | -1 | . | 6
O=C(CN1CCN(c2ncc(C(F)(F)F)cc2Cl)CC1)Nc1ccc2c(c1)OCO2 | -8 | 0 | -3 | 1 | -4 | -1 | -2 | 1 | 10
CCOC(=O)COc1ccc(S(=O)(=O)Nc2ccc3c(c2)OCO3)cc1 | -8 | 1 | 3 | -2 | -18 | -11 | 2 | 3 | 3
O=S(=O)(NCc1cccc(C(F)(F)F)c1)NCc1ccccc1F | -3 | 3 | 1 | -2 | 1 | -1 | -2 | -3 | 9
COc1ccc(-c2noc(COc3ccc4c(c3)OCO4)n2)cc1OC | -11 | -16 | -2 | 3 | 2 | 10 | 0 | 0 | 12
CC(Oc1ccc(Cl)cc1Cl)C(=O)NNC(=O)C(=O)N1CCCCC1 (stereo not drawn) | -7[fluorescence artefact?] | 3 | 3 | 0 | 0 | -21 | 1 | 3 | 1
Nc1c(C(=O)NC2CCCCC2)nsc1C(=O)OCC(=O)NC1CCCCC1 | 2 | -4 | -1 | 3 | -18 | -15 | -3 | 0 | 19
CCc1ccc(N/C(SC)=C(/C#N)C(N)=O)cc1 | 2[fluorescence artefact?] | -1 | 3 | 15 | -9 | 22 | -1 | 1 | 21
CCC(C)(C(=O)NC1CCCCC1)N(Cc1ccco1)C(=O)c1ccc2c(c1)OCO2 (stereo not drawn) | -1 | 3 | -5 | 4 | 3 | -13 | 1 | 4 | 5
COc1ccc(Cn2c(=O)[nH]c3cc(C(=O)NCCCN4CCCCCC4)ccc3c2=O)cc1 | -9 | -1 | 8 | -1 | -5 | -6 | -3 | 6 | 8
O=C(O)/C=C/C(=O)Nc1ccccc1SC(F)(F)C(F)(F)C(F)(F)F | -8 | -4 | 0 | -6 | 10 | -3 | 2 | 2 | 5
Cc1csc(NC(=O)CSc2nnc(-c3cc(C)on3)o2)n1 | -23[fluorescence artefact?] | 2 | 8 | 7 | -2 | -8 | -1 | . | 9
COC(=O)c1ccc(NC(=S)NN2CCCCC2c2cccnc2)cc1 (stereo not drawn) | -1 | 4 | 7 | 12 | -30 | -3 | 3 | 19 | 10
CC1(C)CC(=O)c2cnc(NC(=O)CSC(=S)N3CCCCC3)nc2C1 | 3 | 1 | 4 | -1 | -8 | 1 | 3 | 20 | 4

hK5 inh, hit marks shown above.
SMILES | 14-3-3 Bad PPI | eIF4E 4G PPI | p97 inhibitor | FXIa inh | MDM2 E3 inh | hK5 inh | Wee1 stabilizer | Rad51 HR inh | FXIIa inh
Cc1ccccc1NC(=O)C1(NC(=O)c2cccc(N3C(=O)CSC3c3ccccc3)c2)CCCCC1 (stereo not drawn) | -15 | -7 | 2 | 10 | -18 | 80* | 1 | 1 | 31

4 compounds from above, showing only FXIIa inh and FXIa inh.
Molecule,FXIIa inh,FXIa inh
O=C(CN1CCN(c2ncc(C(F)(F)F)cc2Cl)CC1)Nc1ccc2c(c1)OCO2,10,1
CCC(C)(C(=O)NC1CCCCC1)N(Cc1ccco1)C(=O)c1ccc2c(c1)OCO2 (stereo not drawn),5,4
COc1ccc(-c2noc(COc3ccc4c(c3)OCO4)n2)cc1OC,12,3
O=C(O)/C=C/C(=O)Nc1ccccc1SC(F)(F)C(F)(F)C(F)(F)F,5,-6

Outcome played no part in choosing rows, and some 3.5% of all compounds hit somewhere here.
